IMPase inh = IMPase inhibition in cells; 120,000 tested, under 10 active; P97697; CHO-M1 cells, IP1 accumulation, HTRF TR-FRET ratio; inhibition (IP1 accumulation), % at 46.1 µM; active means well fitted curve in the direction sought with a large enough effect in the signal ratio, not every such curve was filed as active; inconclusive means small, poorly fitted or top-dose-only effect, or a change in a side signal; inactive means no such curve, though single readings can be large or run the other way; the % refers to the signal ratio;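 further: cells stimulated with carbachol in lithium chloride buffer; plate controls were DMSO basal wells for no effect and reference inhibitor wells for full effect; higher means more IMPase inhibition seen as more IP1 and lower FRET ratio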
Target sequence (P97697 whole entry, looked up): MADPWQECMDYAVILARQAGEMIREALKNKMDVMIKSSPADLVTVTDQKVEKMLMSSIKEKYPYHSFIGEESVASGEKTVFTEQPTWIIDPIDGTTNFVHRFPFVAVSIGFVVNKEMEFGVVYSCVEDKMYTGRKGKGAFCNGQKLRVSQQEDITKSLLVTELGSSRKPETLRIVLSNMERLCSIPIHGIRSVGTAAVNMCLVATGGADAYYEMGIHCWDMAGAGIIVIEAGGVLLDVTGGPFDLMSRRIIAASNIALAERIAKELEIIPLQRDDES
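The IP-One HTRF competitive assay in carbachol-stimulated CHO-M1 cells quantifies cellular IP1. Compounds spanned up to 46 uM final, and activity is expressed as AC50 from concentration-response fits of the ratio and donor data.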
ALOX15B inhib = 15-hLO-2 (ALOX15B) enzyme inhibition; O15296; AID 881; Potency, µM (highest dose often 57.1 µM), for inactives: at the top dose activity change, negative = inhibition, usual class: inhibitors; actives 0.56% (n = 110,000); purified 15hLO-2, xylenol orange hydroperoxide absorbance; further: potency means the concentration at half of the fitted maximal effect; nearly all actives have a fitted effect of over 60% in size; many of its hits are not listed in these tables
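Purified human 15hLO-2 (50 nM final) preincubated with compounds 15 min at room temperature in 25 mM Hepes pH 7.5, 0.01% Triton X-100, then 45 uM arachidonic acid added for 90 min; hydroperoxide detected via ferrous/xylenol orange, 573/405 nm absorbance ratio.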
PNC inhibitor = perinucleolar compartment assembly inhibition; activity change (PNC), negative = inhibition, % at 10 µM; AID 2417; actives 3.1% (n = 140,000); PC3M PTB-GFP, PNC prevalence imaging, 16 h; hits give low values;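 active means readout at or below -70, meaning at least 70% loss of cells showing the perinucleolar compartment, a nuclear body marking cancer cells; inconclusive means readout between -30 and a set limit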;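 further: plate controls were DMSO wells for no effect and camptothecin positive control wells for full effect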
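PC3M cells stably expressing PTB-GFP, 750–1000 cells/well, treated 16 h at 37 °C with compound (23 nl of library stock), in duplicate. After paraformaldehyde fixation and Hoechst stain, imaged at 20x; PNC prevalence scored by image analysis.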
12-hLO inh = inhibitors of human 12-lipoxygenase (ALOX12) | P18054 | purified 12-hLO, xylenol orange hydroperoxide absorbance | Potency, µM (series often up to 57.1 µM), inactives show at the top dose activity change, negative = inhibition, usual class: inhibitors | actives 0.12% (n = 150,000); further: potency means the concentration at half of the fitted maximal effect; nearly all actives have a fitted effect of over 55% in size; many of its hits are not listed in these tables
Target sequence (P18054 whole entry, looked up): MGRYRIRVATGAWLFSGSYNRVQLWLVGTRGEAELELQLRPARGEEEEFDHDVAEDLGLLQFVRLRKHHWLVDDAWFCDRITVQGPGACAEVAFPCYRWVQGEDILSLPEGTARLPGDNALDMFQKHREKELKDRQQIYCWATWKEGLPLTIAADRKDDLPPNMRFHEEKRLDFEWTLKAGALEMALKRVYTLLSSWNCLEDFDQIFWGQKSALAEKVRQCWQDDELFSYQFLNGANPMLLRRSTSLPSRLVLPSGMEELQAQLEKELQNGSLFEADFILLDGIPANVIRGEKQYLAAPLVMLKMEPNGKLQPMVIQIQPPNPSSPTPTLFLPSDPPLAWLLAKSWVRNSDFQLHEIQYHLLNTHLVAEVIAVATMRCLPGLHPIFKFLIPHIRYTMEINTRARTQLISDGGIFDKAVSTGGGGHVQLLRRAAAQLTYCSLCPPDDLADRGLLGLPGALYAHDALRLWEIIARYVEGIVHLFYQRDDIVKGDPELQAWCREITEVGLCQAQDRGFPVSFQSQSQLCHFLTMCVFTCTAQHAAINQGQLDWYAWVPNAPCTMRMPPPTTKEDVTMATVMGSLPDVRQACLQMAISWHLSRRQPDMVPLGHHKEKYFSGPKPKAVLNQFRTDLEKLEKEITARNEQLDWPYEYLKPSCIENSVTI
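Purified human 12hLO (150 nM final) was preincubated with compounds for 15 min at room temperature in 25 mM Hepes pH 7.0, 0.01% Triton X-100, then reacted with 40 uM arachidonic acid for 30 min. Hydroperoxide was detected with ferrous iron/xylenol orange.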
Numbers without * were called inactive; ? = inconclusive; · = no result given; [ ] = dose if it differs, or a comment. Unless noted, the call rests on the fitted dose curve; in most records, active means well fitted curve in the direction sought with a large enough effect; inconclusive means small, poorly fitted or top-dose-only effect, or another doubt; inactive means no such curve, though single readings can be large; an effect the other way counts as inactive or inconclusive. Unless noted, on the % scale 0 is the no-effect control and ±100 the full control effect. An excerpt; rates above refer to the full screens.

The line under a structure holds: IMPase inh	ALOX15B inhib	PNC inhibitor	12-hLO inh
> CC(C)CCOc1ccc(NC(=O)C2OC3OC(C)(C)OC3C3OC(C)(C)OC23)cc1 (stereo not drawn)
    3	1%	25	8%
> COc1ccc2oc(=O)c(C(=O)N3c4ccccc4CC3C)cc2c1 (stereo not drawn)
    0	4%	?	-2%
> COc1ccc(C(=O)Nc2scc(-c3ccc(Cl)cc3Cl)c2C(N)=O)cc1
    10	-5%	36	-11%
> CN(C)C(=O)c1cnc(Sc2ncc(C(F)(F)F)cc2Cl)n1C
    -1	0%	-11	-2%
> O=C(CN1CCOCC1)Nc1cccc(C(=O)Nc2cccc(C(F)(F)F)c2)c1
    -3	2%	59	0%
> Cc1ccc(NC(=O)CC2SC(=O)NC2=O)cc1 (stereo not drawn)
    ·	·	16	-9%
> O=S(=O)(c1ccccc1)c1ccccc1/C=N\O
    5	11%	-96*	-5%
> CCN1C(=O)c2cccc3c(NC(=O)c4ccccc4)ccc1c23
    3	·	?	5%
> Oc1[nH]c2ccccc2c1C=NCC1CCCO1 (stereo not drawn)
    20	-3%	-4	1%
> Cc1cc(SCNC(=O)c2ccccc2)ncn1
    ?	-9%	?	1%
> CC(C)c1ccc(-c2noc(C3CCCN(C(=O)c4ccc(F)cc4F)C3)n2)cc1 (stereo not drawn)
    8	-4%	10	-11%
> Cc1ccc(SCCCCN2CCNCC2)cc1
    ·	·	17	-3%
> CCN=C1Sc2nc3ccc(OCC)cc3cc2CN1CCOC
    0	-2%	23	-5%
> CCOC(=O)c1ccc2c(c1)sc(=NC(=O)c1ccco1)n2CCOC
    -1	·	?	2%
> COCCCNCC(=O)Nc1sc(C)c(C)c1C(=O)OC
    -3	6%	?	-10%
> CCOc1cc(Br)c(C(=O)O)cc1OC
    0	3%	4	2%
> O=C(CSc1nc2ccccc2[nH]1)N1CCN(S(=O)(=O)c2ccc(Cl)cc2)CC1
    4	-8%	0	-18%
> CCOc1ccc(N(CC(=O)Nc2ccc(OC)cc2)S(=O)(=O)c2c(C)noc2C)cc1
    6	-4%	-15	-1%
> Cc1ccccc1NC(=S)NCCc1ccc(S(N)(=O)=O)cc1
    ·	·	23	-14%
> O=C(CSc1nnc(CNC(=O)c2cccs2)o1)NCCc1ccccc1
    15	·	-14	8%
> Cc1cccc(NC(=O)c2cc3n(n2)C(C(F)(F)F)CC(C2CC2)N3)c1C (stereo not drawn)
    -3	-1%	?	8%
> C[C@@H]1CC2C3CCC4=CC(=O)C=CC4(C)[C@@]3(F)[C@@H](O)CC2(C)[C@@]1(O)C(=O)CO (stereo partly drawn)
    ·	-4%[0.0915 µM]	·	1%[0.00818 µM]
> COC(=O)Cn1c(=NC(=O)c2cc(OC)cc(OC)c2)sc2cc(OC)ccc21
    -13	·	-22	1%
> Cc1ccc2nc(-c3ccc(NC(=O)COC(=O)c4ccco4)cc3)sc2c1
    7	·	?	0%
> COc1ccc(OCc2nn3c(-c4ccco4)nnc3s2)cc1
    12	-11%	?	-10%
> CSc1ccc(/C=N/NC(=O)c2cccc(O)c2)cc1
    2	-3%	69	0%
> Cc1ccc2c(c1)nnn2C1CCN(CC(=O)Nc2ccccc2N2CCOCC2)CC1
    -17	4%	24	-5%
> Cc1ccc(NCc2nnc(SCC(=O)NCc3ccco3)n2CC2CCCO2)cc1Cl (stereo not drawn)
    -8	2%[2.29 µM]	1	-7%
> CC(C)CNC(=O)CSc1ccc(Cl)cc1
    -7	-1%	16	-1%
> O=C(NCc1ccco1)c1ccc2ccccc2c1
    -6[1.84 µM]	4%[11.4 µM]	?	-5%

In another format: entries from further up.
IMPase inh | ALOX15B inhib | PNC inhibitor | 12-hLO inh | SMILES
4 | -8% | 0 | -18% | O=C(CSc1nc2ccccc2[nH]1)N1CCN(S(=O)(=O)c2ccc(Cl)cc2)CC1
6 | -4% | -15 | -1% | CCOc1ccc(N(CC(=O)Nc2ccc(OC)cc2)S(=O)(=O)c2c(C)noc2C)cc1
· | · | 23 | -14% | Cc1ccccc1NC(=S)NCCc1ccc(S(N)(=O)=O)cc1

(cont.)
The line under a structure holds: IMPase inh	ALOX15B inhib	PNC inhibitor	12-hLO inh
> CCn1cc(C(=O)NC2CCC(C)CC2)c(=O)c2cc(S(=O)(=O)N3CCCCC3)ccc21 (stereo not drawn)
    0	20%	18	0%
> COC(=O)COc1ccsc1C(=O)OC
    3	1%	41	-4%
> COc1ccc(NS(=O)(=O)c2ccc3c(c2)Cc2ccccc2-3)cn1
    5	-2%	16	-15%
> Cc1ccc(S(=O)(=O)N2CCC(=O)N([C@H](COCc3cccc(C)c3)Cc3ccccc3)CC2)cc1
    ·	3%[0.0915 µM]	·	-1%[0.00818 µM]
> COCC(=O)N1CCC2(CC1)CCN(C(=O)Nc1cccc(C#N)c1)CC2
    ·	30%	·	-1%
> CCn1c(=S)[nH]c2cc(C(=O)OC)ccc2c1=O
    3	-2%	?	-1%
> CNC(=S)N/N=C/c1cc(C)n(-c2ccc(Cl)c(Cl)c2)c1C
    ·	·	30	?
> Cc1ccc2cc(CN(Cc3ccccc3)Cc3nnnn3C3CCCC3)c(=O)[nH]c2c1
    8	2%[2.29 µM]	34	-12%
> CC(=O)Nc1cccc(Oc2ncnc3scc(-c4ccc(C)cc4)c23)c1
    15	·	-83*	-4%
> CN1c2ccccc2C(C)(C)C12CC(c1cccc(S(=O)(=O)N3CCCC3)c1)=NO2 (stereo not drawn)
    ·	·	-117*	1%
> Cc1ccc(C)c(N/C(N)=N/c2nc(C)cc(C)n2)c1
    4	31%[activator]	52	-10%
> COC(=O)/C=C1\SC(=NC(=O)c2cccc(Cl)c2)NC1=O
    -2	-16%	95	-14%
> COc1cc(C(C[N+](=O)[O-])c2c(C)[nH]c3ccccc23)ccc1O (stereo not drawn)
    ·	·	-3	-6%
> c1ccc(CN2CCN(C(c3ccccc3)c3nnnn3Cc3ccccc3)CC2)cc1 (stereo not drawn)
    17	·	25	1%
> CN(c1ccc(C(=O)N2CCCCC2)cc1)S(=O)(=O)c1ccccc1
    11	-2%	22	-4%
> COc1cccc(CSc2nnc(CSc3nc4nc(C)cc(C)n4n3)s2)c1
    7	5%	-28	9%
> Cc1ccccc1NS(=O)(=O)c1cc(C(=O)NCCC2=CCCCC2)ccc1C
    12	-6%	42	0%
> Cc1cccc(NC(=O)CN2CCCN(S(=O)(=O)c3ccc(Br)s3)CC2)c1
    -3	-3%	?	-8%
> COc1cccc(NC(=O)COc2ccc(N3CC(C(=O)NCC(C)C)CC3=O)cc2)c1 (stereo not drawn)
    -5	-16%	32	-3%
> CCC1(CC)C(=O)N(C)C(=O)NC1=NCc1ccccc1
    3	16%[2.29 µM]	?	-1%
> Cc1ccc(C(=O)Nc2ccccc2C(=O)N2CC3(C)CC2CC(C)(C)C3)cc1 (stereo not drawn)
    -6	6%	?	-9%
> CCOC(=O)C(C(=O)Nc1ccc(C)cc1)C1CCCCC1 (stereo not drawn)
    -3	5%	-3	-5%
> CCc1nnc(NC2=NCCC2)s1
    6	0%	-3	-2%
> Cc1cc(N)n2ncc(-c3ccc(F)cc3)c2n1
    10	-3%	?	1%
> CCOc1ccc2nc(SCC(=O)c3ccc(C)s3)sc2c1
    0	4%	34	0%
> CCOc1ccc(/C=N/NC(=O)c2ccc(Cn3cc(Br)cn3)o2)cc1
    ·	·	-14	1%
> COc1ccc(-c2cc(C(=O)N3CCN(c4ccccn4)CC3)c3ccccc3n2)cc1
    1	6%	-26	-13%
> O=C1NN(c2ccccc2)C(=O)/C1=C/c1coc2ccccc2c1=O
    ·	·	?	-23%
> O=C(c1ccc(Cl)c(S(=O)(=O)N2CCCCCC2)c1)N1CCN(CCO)CC1
    -1	2%	-12	-2%
> Cc1ccc(S(=O)(=O)N2CCC(=O)N(CCOCc3cccc(C(F)(F)F)c3)CC2)cc1
    ·	·	-81*	-3%

Next records.
SMILES | IMPase inh | ALOX15B inhib | PNC inhibitor | 12-hLO inh
CCOC(=O)c1[nH]c2ccc(OC)cc2c1NC(=O)CN1CCN(c2ccccn2)CC1 | -2 | · | ? | 3%
Cn1nc([N+](=O)[O-])nc1Oc1ccc(C(C)(C)C)cc1 | · | · | -17 | -2%
CC(C)(C)c1ccc(-c2nc(NCc3cccnc3)c3ccccc3n2)cc1 | · | · | 14 | -1%
Cc1ccccc1C(=O)c1cccn1CC(=O)O | 2 | -7% | -18 | -6%
CCCn1c(=O)[nH]c(=O)c2c1nc(-c1ccc(OC(F)F)c(OC)c1)n2CCOC | -2 | -12% | 54 | -15%
O=C(NCc1ccco1)C1(c2ccccc2)CCCC1 | 5 | 3% | 28 | 1%
c1cncc(-c2noc(C34CC5CC(CC(C5)C3)C4)n2)c1 | -1 | 21% | 31 | 0%
Cc1cccn2c(=O)c(C=NCCO)c(NCc3ccco3)nc12 | -3 | -2% | -14 | 4%
Cc1c(C(=O)N/N=C/c2ccccc2)sc(=S)n1C | -12 | -1% | ? | -2%
COc1ccc(N/C(=C(/C(Cl)=C(Cl)Cl)[N+](=O)[O-])n2nnc3ccccc32)cc1OC | 8 | -30% | 2 | -18%
COc1cnc(SCc2c(Cl)cccc2Cl)nc1Cl | 0 | 3% | 13 | 2%
Cc1noc(C)c1C(=O)N1CCC2(CCN(C(=O)Nc3ccccc3)CC2)CC1 | · | 2% | · | 4%
Brc1ccc(-c2csc(NC3=NCCCCC3)n2)cc1 | 19 | · | 4 | -1%
Cc1ccn2c(CN3CCOCC3)c(-c3ccccc3)nc2c1 | 24[1.84 µM] | 6%[11.4 µM] | -11 | 0%
O=C1c2ccccc2C(Nc2ccc(F)c(Cl)c2)N1Cc1ccco1 (stereo not drawn) | 4 | · | 4 | -10%
COC(=O)CCC(=O)c1oc2ccccc2c1N | 29 | -3% | 2 | -1%
COCCNC(=O)CCc1c(C)nc2c(-c3ccc(F)cc3)c(C)nn2c1C | -4 | 0% | -2 | 1%
Cc1ccccc1-c1nc(CS(=O)CC(=O)NCCN2CCOCC2)c(C)o1 (stereo not drawn) | 5 | 10% | -3 | 6%
CCC1=C(OC(=O)N(CC)CC)N2C(=O)OC(=NCC(=O)OC)[C@]2(C)[C@H]2C1=CC[C@H]1C(=O)N(C)C(=O)[C@H]12 | · | 7% | · | 2%
Cc1nc2c(OCc3ccccc3)cccn2c1CC#N | 2 | 24% | · | -5%
CCOc1ccc(-c2c[n+]3c(n2-c2ccccc2)CCCCC3)cc1 | · | · | ? | -3%
Cc1nn(-c2ccccc2)c(N)c1Sc1ccccc1[N+](=O)[O-] | -3 | · | -5 | -4%
Cc1ccc(C(=O)c2cc3ccccc3o2)cc1 | 1 | 4% | -24 | 6%
O=C(CN(C(=O)CSc1nnc(COc2ccccc2)o1)c1ccc(F)cc1)NC1CCCC1 | 0 | 4% | ? | -2%
Cc1ccc(C(=O)NCC(=O)NCC(=O)OCC(=O)c2ccc(Br)cc2)cc1 | · | · | -13 | -3%
CC(=O)N1CCN(c2ccc(Oc3ncnc4sccc34)cc2)CC1 | 8 | 3% | 6 | 1%
CC1CN(Cc2cc(=O)[nH]c(C(C)C)n2)CC(C)O1 (stereo not drawn) | ? | -2%[11.4 µM] | ? | 0%
CC1=NCCN1S(=O)(=O)c1cc(Cl)ccc1Cl | -1 | 9% | -24 | -1%

Full records as entered above.
Entry for Cc1nn(-c2ccccc2)c(N)c1Sc1ccccc1[N+](=O)[O-] = IMPase inh = -3; ALOX15B inhib = ·; PNC inhibitor = -5; 12-hLO inh = -4%
Entry for COC(=O)Cn1c(=NC(=O)c2cc(OC)cc(OC)c2)sc2cc(OC)ccc21 = IMPase inh = -13; ALOX15B inhib = ·; PNC inhibitor = -22; 12-hLO inh = 1%
